# Shn3 inh set2 = inhibitors of Schnurri-3 3'UTR reporter in osteoblasts | Clone20 osteoblast Shn3 3'UTR firefly luciferase, 24 h | inhibition, % at 12.5 µM | hit rate 0.52% among 360,000 | AID 588674;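 active = mean inhibition of at least 75% with every replicate also reaching 75%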;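 also: 0% = median of neutral control wells and 100% = pilot-screen positive control compound; some compounds past the cut are filed as inactive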
# COUP-TFII inh = blocks human COUP-TFII nuclear receptor. P24468. HEK293T NGFI-A luciferase reporter, luminescence. inhibition, % at 8.6 µM. hit rate 0.7% among 370,000. AID 686940;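 active = inhibition above a per-plate cutoff, mean inhibition of test wells between control levels plus 3 SD, cut at about 38% in these data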;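 also: cells cotransfected with COUP-TFII expression vector driving the NGFI-A reporter; 0% = median of COUP-TF2 test wells and 100% = reporter-only cells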
# TWEAK Fn14 block = blocks TWEAK-Fn14 interaction in a reporter cell assay. TWEAK-stimulated Fn14 reporter cells, luciferase luminescence, 8 h. inhibition, % at 10 µM. hit rate 2% among 360,000; in the data active = inhibition above about 50%
# TROY signal inh = blocks TROY-dependent signaling in reporter cells; Q293 LMP1-TROYcd NF-kB luciferase reporter, 4 h; inhibition, % at 10 µM; hit rate 0.98% among 360,000;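 active = compounds whose plate-normalised and pattern-corrected inhibition of the luciferase reporter signal at the single screening dose is 50% or more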
# LRH-1 inv ag = NR5A2 inverse agonism in reporter assay | O00482 | HEK293T StAR-luciferase reporter, LRH-1 transfected, 24 h | inhibition, % at 3.6 µM | hit rate 0.13% among 360,000 | AID 602396;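 active = inhibition above the mean inhibition of all tested compounds plus 3 SD, cut at about 73% in these data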;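 also: 0% = DMSO wells and 100% = reporter-only cells lacking LRH-1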
# KKLEB cytotox = CF airway cell cytotoxicity counter-screen; KKLEB CF airway cells viability, ATPlite luminescence, overnight; hits give low values; cells stimulated with P. aeruginosa culture filtrate; activity change (cytotoxicity), % at 5 µM; hit rate 0.36% among 360,000; AID 602141;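 active = corrected activity change at or below -50% at 5 µM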
# NCOA1 inh = inhibits human SRC1 coactivator | Q15788 | HEK293 GAL4-SRC1 luciferase reporter, luminescence | inhibition, % at 3.6 µM | hit rate 0.12% among 360,000 | AID 588354;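 active = inhibition above the campaign mean plus 3 SD, with each screening campaign given its own cutoff, cut at about 60% in these data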;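 also: 0% = DMSO treated cells and 100% = gossypol at 36 µM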
# CF NFkB inh = blocks PAF-induced NF-kB reporter in cystic fibrosis cells; AID 588850; hit rate 0.86% among 360,000; inhibition, % at 5 µM; KKLEB NF-kB-GFP reporter, GFP fluorescence overnight;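 active = at least 50% inhibition at 5 µM, scaled per plate between neutral and stimulator controls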;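 also: PAF is a Pseudomonas aeruginosa culture filtrate used as stimulus; plate controls were PAF-stimulated DMSO wells for no effect and unstimulated DMSO wells for full effect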
# NCOA3 inh = inhibitors of human steroid receptor coactivator 3 (SRC3); Q9Y6Q9; HEK293 GAL4-SRC3 luciferase reporter, luminescence; inhibition, % at 3.6 µM; hit rate 0.17% among 360,000;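 active = inhibition above a per-campaign cutoff, the mean of all compounds plus 3 SD, cut at about 60% in these data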;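 also: 0% = DMSO-treated cells and 100% = gossypol-treated cells at 36 µM; higher means less SRC3-driven luciferase light from the GAL4 reporter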
# EBV LMP1 NFkB = Epstein-Barr LMP1 NF-kappaB reporter inhibition; LMP1-induced NF-kappaB luciferase reporter cells, luminescence; inhibition, % at 12.5 µM; hit rate 0.69% among 350,000; AID 504558; in the data active = inhibition above about 41%;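 also: 0% = neutral control wells and 100% = reference inhibitor control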
# TRAIL sens C8 = sensitizes caspase-8 expressing cells to TRAIL | hit rate 1% among 360,000 | NB7+C8 cells + TRAIL, ATPlite viability luminescence | inhibition (viability loss, TRAIL sensitization), % at 10 µM;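 active = compounds causing at least 50% loss of cell viability in the single-dose screen, relative to plate controls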
# An asterisk follows results filed as active; / = no result given; & = joins results of further samples. Only part of the results is shown. The share of hits here may be higher or lower than overall.
SMILES,Shn3 inh set2,COUP-TFII inh,TWEAK Fn14 block,TROY signal inh,LRH-1 inv ag,KKLEB cytotox,NCOA1 inh,CF NFkB inh,NCOA3 inh,EBV LMP1 NFkB,TRAIL sens C8
Cc1ccc(N=CC2=C(O)CC(c3ccccc3Cl)CC2=O)cc1 (stereo unspecified),1,26,-21,7,17,-3,3,5,-3,/,11
CCCCOC(=O)c1ccc(NC(=O)Nc2ccc(OC)c(OC)c2)cc1,1,1,15,1,-2,9,-17,5,9,1,7
CCC(=O)N1CCc2cc(S(=O)(=O)NCCC(=O)Nc3ccc(OC)cc3)ccc21,3,-3,0,0,-14,2,-2,-2,17,2,-9
O=C(NCc1ccco1)C1CC(c2ccc(Cl)c(Cl)c2)=NO1 (stereo unspecified),-7,-3,7,-7,6,-5,8,21,-4,-3,2
O=C(C[C@H]1C(=O)N(c2ccccc2)C[C@@H]1Cc1ccccc1)Nc1ccccc1,-12,-6,7,3,17,15,-26,2,13,5,6
Cc1ccc(NC(=O)c2cccc(F)c2)cc1S(=O)(=O)N1CCCCCC1,36,8,35,24,12,-2,-7,9,24,6,11
O=C(CC1C(=O)NCCN1Cc1cccc(F)c1)NCCCN1CCCC1=O (stereo unspecified),0,18,15,-8,3,-4,2,-3,11,1,-14
O=C(COC(=O)c1ccc(Cl)nc1)Nc1ccccc1OC(F)F,0,-5,11,4,15,3,-5,5,2,-7,3
CCn1c(SCC(=O)N(C)c2c(N)n(Cc3ccccc3)c(=O)[nH]c2=O)nc2ccccc21,-5,5,6,-4,0,-6,-24,15,-3,-3,10
O=C(NCc1ccncc1)C(=O)N/N=C/c1ccccn1,-10,-4,13,3,-13,-4,13,18,7,-2,-1
COc1ccc(-c2cc(C(=O)Nc3cnn(Cc4ccccc4C)c3)no2)cc1OC,24,/,-23,-16,-9,-23,10,16,9,-1,2
Cc1ccc(S(=O)(=O)NNC(=O)c2cnn(-c3ccccc3)c2-n2cccc2)cc1,-3,0,6,9,0,7,-7,-8,16,0,-5
Nc1nc(SCc2cccc(Br)c2)n[nH]1,-1,-14,-16,-3,4,-4,3,4,10,-4,4
CC12CCC3c4cc(CN5CCOCC5)c(O)cc4CCC3C1CCC2=O (stereo unspecified),9,-8,-5,5,7,-11,-19,6,-18,2,13
CC(=O)N(O)CCCCCNC(=O)CCC(=O)N(O)CCCCCNC(=O)CCC(=O)N(O)CCCCCN,24&-7,14&-4,6&-8,7&-6,-1&23,-2&3,-7&18,0&40,13&-1,6&6,2&16
COc1ccc(NS(=O)(=O)c2cccc(C(=O)NCCCN3CCOCC3)c2)cc1,-1,9,-3,21,-13,2,13,-1,3,-5,-12
CC(C)(C)n1[nH]c2c3c(ccc2c1=O)C(=O)c1ccccc1C3=O,26,18,64*,45,2,-8,15,-16,10,-24,45
Cc1ccc(OCC(=O)OCCN2C(=O)c3ccccc3C2=O)cc1C,15,1,41,3,-9,-11,10,-13,-11,3,10
CC1C/C(=C/c2cccs2)C(=O)/C(=C/c2cccs2)C1 (stereo unspecified),-34,0,11,4,-12,-6,-19,-3,-2,-5,16
COc1ccccc1N1CCN(C(=O)c2nn(C)c3c2CS(=O)(=O)c2ccccc2-3)CC1,-3,-10,7,20,-11,6,-12,21,0,0,-2
NC(=O)c1cc([N+](=O)[O-])ccc1N1CCN(Cc2ccccc2)CC1,-1,-11,8,6,3,10,-20,-11,12,-44,4
O=C(NCCO)c1cc2cc(Cl)cc(Cl)c2oc1=O,16,-4,1,-8,-9,-14,-32,-6,14,7,-1
COCc1cccc(-c2csc(C(O)c3ccc(F)c(OC)c3)n2)c1 (stereo unspecified),18,20,-15,21,-11,-7,-22,0,7,/,1
Cc1cc(C(=O)NNS(=O)(=O)c2cc(C(=O)O)ccc2Cl)c(C)n1-c1ccccc1,84,12,20,7,28,-14,19,9,18,32,1
O=C(NCCc1ccc(F)cc1)c1cccc(NC(=O)c2ccccc2)c1,-36,-4,-25,-25,-27,-2,-13,15,-15,6,11
CC1(C(=O)NCc2ccc3c(c2)OCO3)CCN1C(=O)CC1CCCC1 (stereo unspecified),9,15,-4,1,1,0,3,5,0,/,-12
Cc1nc(-c2ccc(S(=O)(=O)N3CCN(C4c5ccccc5-c5ccccc54)CC3)s2)cs1,0,-5,11,-4,-12,9,9,2,6,-9,2
CC1CN(Cc2ccccc2)C(=O)NC1=O (stereo unspecified),8,7,13,-6,11,-2,4,15,13,-5,2
COc1ccc(Cl)c(Cn2c(NCCCO)nc3c2c(=O)n(C)c(=O)n3C)c1,15,0,-18,15,9,6,-29,-12,6,5,2
Cn1ccnc1SCC(=O)c1ccc(Br)cc1,-23,-13,8,-18,-19,-4,-25,-15,-33,-32,0
CCOC(=O)N1CCN(c2c(N3CC=C(c4ccccc4)CC3)c(=O)c2=O)CC1,4,0,-1,12,-25,-5,-19,-8,-36,-1,-9
CCc1cccc(NC(=O)CCc2c(C)nn(-c3ccc(N4CCCCC4)nn3)c2C)c1,-19,-19,7,-25,-32,-5,-57,-16,-37,-13,-10
CCC/C=C/c1ccc(CN2C(C)C(=O)N(Cc3cn(CCC4OCCCO4)nn3)CCS2(=O)=O)cc1 (stereo unspecified),-30,-11,-44,9,12,12,-6,-3,3,-2,-8
CC(CCc1ccccc1)NC(=O)C(Cc1ccccc1)NS(=O)(=O)c1cccs1 (stereo unspecified),1,15,13,-11,-2,14,-1,-7,-11,-5,-2
CN(C(=O)COC(=O)c1nc(Cl)c(Cl)c(Cl)c1Cl)C1CCS(=O)(=O)C1 (stereo unspecified),65,1,94*,57*,-39,-46,-62,79*,-43,-137,-4
O=C(NCc1ccncc1)C1CCCN(S(=O)(=O)c2cc(Cl)ccc2Cl)C1 (stereo unspecified),36,11,5,19,-20,-19,-5,1,-14,9,4
COC(CNC(=O)c1cnn2c(C)c(Cc3ccccc3)c(C)nc12)OC,22,17,34,18,-2,-8,2,0,15,4,-16
Cc1ccc(NC(=O)CCS(=O)(=O)c2cc3[nH]c(=O)c(=O)[nH]c3cc2C)cc1,-6,10,-11,-22,5,3,-6,8,6,-3,13
O=C(Nc1cccnc1)c1ccco1,9,-5,7,-21,14,-9,1,6,12,-9,-13
CN(C)c1ccc(S(=O)(=O)NCC(=O)OCC(=O)NC(=O)C2CCCCC2)cc1[N+](=O)[O-],-7,-7,4,-6,11,1,-4,18,18,-3,9
CC(C)NC(=O)Cn1c(SCC(=O)N2c3ccccc3CC2C)nc2ccccc21 (stereo unspecified),-13,17,-20,-7,-12,-1,-3,14,-10,-14,12
Cn1cc([N+](=O)[O-])c(C(=O)n2cccn2)n1,-6,14,-11,1,-17,-4,8,-7,25,0,-11
C(=NN=C(NN=Cc1cccs1)NN=Cc1cccs1)c1cccs1,-8,1,7,-35,4,1,-35,-21,-47,-4,40
CCc1cccc2c(C=C(C#N)C#N)cn(CC(=O)N3CCCC3)c12,-10,-3,-28,18,-15,11,-9,5,24,-1,8
CCn1c(C)[n+](CC)c2ccc(C(=O)N(C)c3ccccc3)cc21,2,-2,17,11,8,10,1,3,6,2,-2
CCCCNC(=O)CSc1nc(O)cc(=O)n1C1CCCC1,-15,9,25,-4,-7,-1,-45,-4,13,3,-2
O=C(O)c1cccc(N/N=C/c2ccc(-c3ccccc3)cc2)c1,-7,-27,-15,-104,-269,12,-136,16,-100,8,20
COc1cc(OC)c(/C=N/NC(=O)c2ccncc2)c(OC)c1,0,2,-5,9,13,4,2,4,-3,1,-6

# Reprinted at random: two records from the list.
SMILES,Shn3 inh set2,COUP-TFII inh,TWEAK Fn14 block,TROY signal inh,LRH-1 inv ag,KKLEB cytotox,NCOA1 inh,CF NFkB inh,NCOA3 inh,EBV LMP1 NFkB,TRAIL sens C8
NC(=O)c1cc([N+](=O)[O-])ccc1N1CCN(Cc2ccccc2)CC1,-1,-11,8,6,3,10,-20,-11,12,-44,4
Cc1nc(-c2ccc(S(=O)(=O)N3CCN(C4c5ccccc5-c5ccccc54)CC3)s2)cs1,0,-5,11,-4,-12,9,9,2,6,-9,2

# (further entries)
SMILES,Shn3 inh set2,COUP-TFII inh,TWEAK Fn14 block,TROY signal inh,LRH-1 inv ag,KKLEB cytotox,NCOA1 inh,CF NFkB inh,NCOA3 inh,EBV LMP1 NFkB,TRAIL sens C8
CS(=O)(=O)c1nc(-c2ccc(F)cc2)cc(C(F)(F)F)n1,89*,-58,86*,52*,-27,-96*,-39,92*,-36,-25,-9
S=C1NCCOCCOCCOCCNC(=S)N2CCOCCOCCN1CCOCCOCC2,-5,10,-3,11,3,-4,-4,8,3,5,-3
COc1ccc2oc(=N)c(C(=O)Nc3ccc(F)cc3)cc2c1,-31,-17,-10,-30,8,14,-28,-7,-14,-10,15
CCCCn1nnnc1C(c1cc2ccccc2o1)N(CCC#N)Cc1ccccc1 (stereo unspecified),/,6,15,3,0,/,/,/,/,/,-3
O=C(NC(=S)Nc1ccccc1Br)C1CC1,-11,-7,-5,-37,3,5,1,18,-12,/,10
Cc1cc(NC(=O)c2ccccc2)ncc1NC(=O)c1cccs1,56,-31,-26,-51,-62,-4,-62,11,-63,-6,-4
CCOC(=O)C1=C(COC(=O)c2ncc(Cl)c(Cl)c2Cl)NC(=O)NC1C (stereo unspecified),-7,-16,-11,-17,3,-5,-5,-4,6,-1,6
Cc1noc(C)c1S(=O)(=O)N1CCCC(C(=O)Nc2cccnc2)C1 (stereo unspecified),/,-11,-22,-13,-1,6,-5,-3,1,-10,2
CCOC(=O)C1=C(CC)Nc2ccccc2N=C1NC(=O)c1cc(S(=O)(=O)N2CCOCC2)ccc1C,5,-22,-11,1,10,-4,11,5,4,4,5
CCCC(=O)N(CCN1CCOCC1)c1nc2c(F)cc(F)cc2s1,-24,-24,-22,-16,-77,-3,-46,7,-57,-19,3
CN(C)S(=O)(=O)c1cccc(-c2nnc(SCc3ccc4c(c3)OCCO4)o2)c1,-4,6,-10,-6,-2,2,-5,6,-16,2,17
COC(=O)CN1C(=O)S/C(=C/c2cc(C)n(C)c2C)C1=O,-64,-29,-26,-9,-69,0,-80,-12,-62,-20,29
CCCCCn1c(CN2CCCCC2C)nc2c1c(=O)n(C)c(=O)n2C (stereo unspecified),-5,11,-6,-2,-1,-3,7,-4,16,2,8
CC(CN1CCCCC1)OC(=O)c1ccccc1F (stereo unspecified),0,3,26,-6,-8,2,9,-18,-6,5,-13
COc1ccc(NC(=O)c2ccc(-c3ccccc3Cl)o2)cc1,-103,-24,-11,-37,-63,3,-58,2,-83,-31,9
Cc1onc(-c2ccccc2Cl)c1C(=O)N1CCCCC1C(=O)O (stereo unspecified),-6,-16,-12,-5,-14,-10,6,21,18,4,8
COc1ccc(CCN(C)C(=O)CSc2nc3ccccc3c(=O)n2CC2CCCO2)cc1OC (stereo unspecified),3,14,0,-5,6,0,2,4,8,5,0
CCN1/C(=C2\C(=O)N(c3ccccc3)N=C2C)C=Cc2cc(C)ccc21,-30,14,19,22,5,8,-12,-10,-5,-12,0
O[C@H]1CN(CC2CCCCC2)[C@@H](c2ccc(Cl)cc2)C[C@@H]1n1cc(C2CC2)nn1,74,5,30,52*,9,16,9,10,8,8,26

# Compound activity from PubChem BioAssay.
